From PubChem
Tb PFK inh: T. brucei PFK enzyme inhibition | O15648 | AID 485367 | 330,000 compounds, 0.17% hits | Potency, µM (doses to about 57.5 µM), without a hit: at the highest dose activity, negative = inhibition, usual class: inhibitors | T. brucei PFK, ADP-Glo luminescence;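 further: potency means the concentration at half of the fitted maximal effect; 0% = uninhibited 1x PFK enzyme wells and -100% = no-enzyme wells; nearly all actives have a fitted effect of over 60% in size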
Target sequence (O15648 whole entry, looked up): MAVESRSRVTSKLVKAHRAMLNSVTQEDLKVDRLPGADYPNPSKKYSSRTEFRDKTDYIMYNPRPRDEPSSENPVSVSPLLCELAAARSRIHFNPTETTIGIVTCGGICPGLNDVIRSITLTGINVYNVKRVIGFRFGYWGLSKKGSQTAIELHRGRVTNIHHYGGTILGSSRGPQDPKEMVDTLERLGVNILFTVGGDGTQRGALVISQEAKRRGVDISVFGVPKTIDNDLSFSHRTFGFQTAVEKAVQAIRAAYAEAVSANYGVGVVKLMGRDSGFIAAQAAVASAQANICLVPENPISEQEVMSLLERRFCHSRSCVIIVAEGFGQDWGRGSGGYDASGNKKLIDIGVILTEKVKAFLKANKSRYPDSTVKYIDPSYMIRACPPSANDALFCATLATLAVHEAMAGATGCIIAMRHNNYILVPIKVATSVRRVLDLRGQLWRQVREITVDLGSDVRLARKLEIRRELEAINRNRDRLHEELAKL
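Activity is normalized to no-enzyme wells (full inhibition) and 1.25 nM enzyme wells (no inhibition). Reaction: 0.5 mM F6P, 0.1 mM ATP, 45 min RT, ADP-Glo luminescence; concentration-response curves fitted and classed by quality.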
Mito fusion yeast: mitochondrial division inhibition or fusion activation. S. cerevisiae fusion-defective mutant growth rescue, CellTiterGlo 48 h. Potency, µM (top dose mostly 46.1 µM), inactives show at the highest dose growth rescue (activation), most hits filed as activators. 320,000 compounds, 0.23% hits;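 further: potency means the concentration at half of the fitted maximal effect; % of control where 0% means no effect; nearly all actives have a fitted effect of over 45% in size; temperature-sensitive fusion mutants such as fzo1-1 at 37 °C on non-fermentable ethanol glycerol medium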
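Growth-rescue viability read-out: after 48 h at the non-permissive 37C in glycerol/ethanol YPEG, yeast mitochondrial fusion mutants are measured by CellTiterGlo luminescence; compounds (23 nl pinned per well) restoring growth score as division inhibitors or fusion activators.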
USP2a inh: blocks human ubiquitin-specific protease USP2a; O75604; AID 463254; Potency, µM (highest dose often 38.3 µM), without a hit: top-dose activity change, negative = inhibition, most hits filed as inhibitors; USP2 core, Ub-CHOP2 coupled fluorogenic reporter, 485/531; 330,000 compounds, 0.01% hits;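 further: potency means the concentration at half of the fitted maximal effect; plate controls were DMSO wells for no effect and full inhibition by NEM control for full effect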
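USP2 core (10nM final) preincubated 30min RT with compound in 20mM Tris-HCl pH 8.0, 2mM CaCl2, 2mM beta-mercaptoethanol, 0.05% CHAPS; 25nM Ub-CHOP2 plus 25nM reporter substrate added, fluorescence (Ex485/Em531) read after 60min.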
TCR act: T cell receptor activation. Potency, µM (top dose mostly 9.22 µM), for the others: at the top dose activation of IL-2 secretion, actives largely listed as activators. 330,000 tested, under 10 active. primary human leukocytes, anti-CD3, IL-2 HTRF, 48 h; further: % of control where 0% means no effect
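IL-2 release read by HTRF sandwich (Eu cryptate donor, d2 acceptor, 665 nm emission) after 48 hr exposure of primary human leukocytes to compound together with anti-CD3 beads in the absence of co-stimulatory signals.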
Eya2 phos inh: inhibitors of human Eya2 phosphatase activity. 330,000 compounds, 0.006% hits. AID 488837. O00167. Potency, µM (highest dose often 76.9 µM), for inactives: top-dose activity, negative = inhibition, most hits filed as inhibitors. recombinant Eya2, OMFP fluorescence dephosphorylation (OMFP is methylfluorescein phosphate); further: potency means the concentration at half of the fitted maximal effect; on the % scale 0 is the no-effect control and ±100 the full control effect
Target sequence (O00167 whole entry, looked up): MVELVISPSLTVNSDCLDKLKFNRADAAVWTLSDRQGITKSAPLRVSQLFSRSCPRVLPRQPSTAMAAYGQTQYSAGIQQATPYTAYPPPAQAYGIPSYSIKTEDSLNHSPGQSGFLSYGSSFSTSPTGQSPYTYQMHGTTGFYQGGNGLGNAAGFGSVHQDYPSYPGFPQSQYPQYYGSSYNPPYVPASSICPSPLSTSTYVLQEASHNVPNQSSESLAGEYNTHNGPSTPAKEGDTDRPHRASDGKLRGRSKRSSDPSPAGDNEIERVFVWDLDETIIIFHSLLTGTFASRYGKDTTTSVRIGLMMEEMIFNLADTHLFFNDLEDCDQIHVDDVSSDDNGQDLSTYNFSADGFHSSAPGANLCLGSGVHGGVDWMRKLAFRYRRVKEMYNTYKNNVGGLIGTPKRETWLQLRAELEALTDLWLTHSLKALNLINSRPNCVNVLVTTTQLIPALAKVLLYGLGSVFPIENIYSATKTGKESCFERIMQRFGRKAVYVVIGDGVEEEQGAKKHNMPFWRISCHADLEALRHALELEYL
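Eya2 (0.2 uM) preincubated 10 min at ambient with compound, then OMFP substrate added at 50 uM; 10 min reaction in 50 mM HEPES pH 7.5, 50 mM NaCl, 5 uM MgCl2, 0.05% BSA, 1 mM DTT. Fluorescence read at Ex 485/Em 525 nm.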
uPA surface inh: blocks generation of uPA at the cell surface; cell surface uPA generation assay, qHTS; Potency, µM (highest dose often 38.3 µM), without a hit: at the highest dose activity change, negative = inhibition, actives largely listed as inhibitors; 330,000 compounds, 0.31% hits; AID 540303; active means well fitted inhibition curve with a large enough effect; inconclusive means small, poorly fitted or top-dose-only effect; inactive means no such curve, though single readings can be large or run the other way; tested in mouse RAW 264.7 cells; further: potency means the concentration at half of the fitted maximal effect; on the % scale 0 is the no-effect control and ±100 the full control effect; nearly all actives have a fitted effect of over 55% in size
Chronic BCR inh: inhibitors of chronic active B-cell receptor signaling | 340,000 compounds, 0.05% hits | AID 493014 | ABC-DLBCL IkBa-CBG/CBR reporter, luminescence ratio, 4 h | Potency, µM (top dose mostly 46.1 µM), without a hit: at the highest dose ratio change, negative = lower green/red ratio, actives largely listed as inhibitors; active means well fitted inhibition curve with a large enough effect in the signal ratio, with a control signal flat, not every such curve was filed as active; inconclusive means small, poorly fitted or top-dose-only effect, or effect the other way, or a change in a side signal; the % refers to the signal ratio;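 further: potency means the concentration at half of the fitted maximal effect; plate controls were basal doxycycline-induced cells for no effect and cells given 10 µM MG132 for full effect; MG132 reads +100%, hits lower the ratio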
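Doxycycline induced both beetle luciferases in TMD8 lymphoma cells; IKK-driven degradation limits the IkappaBalpha-fused green signal, while red luminescence normalises for cell number and nonspecific effects. Compounds tested up to 46 uM, 4 hrs.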
ELG1 DNA repair: ELG1-dependent DNA repair inhibition | HEK293T ELG1-luciferase reporter, luminescence, 16 h; DNA damage induced by 5-fluorouridine | Potency, µM (top dose mostly 46.1 µM), for inactives: top-dose activity change, negative = inhibition, hits mostly inhibitors | 330,000 compounds, 2.3% hits | AID 504467; further: potency means the concentration at half of the fitted maximal effect; on the % scale 0 is the no-effect control and ±100 the full control effect; nearly all actives have a fitted effect of over 55% in size
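Luminescence from the luciferase reporter, measured 30 min after ONE-Glo reagent at room temperature, was the read-out. Beforehand, 2,000 cells per well were exposed for 16 hr at 37 °C to 5-fluorouridine together with compound or vehicle.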
TSHR antag: antagonists of human thyroid stimulating hormone receptor. P16473. TSHR-expressing cells, TSH-stimulated cAMP HTRF, 2 h; hits give low values. activity change, negative = inhibition, % at 11.5 µM. 330,000 compounds, 0.2% hits. AID 504810;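 active means activity change below a set negative limit, meaning inhibition stronger than a set level, cut at about -70% in these data; inconclusive means activity change between two set negative limits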; further: on the % scale 0 is the no-effect control and ±100 the full control effect
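Competitive HTRF cAMP read-out (cryptate anti-cAMP antibody, cAMP-d2; 30 min, room temperature) in freshly harvested TSHR cells. Compounds added before TSH at EC80 (4nM final), followed by 2 hours' incubation at 37 deg C.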
B2AR arrestin: agonists driving beta-arrestin recruitment to human beta2-adrenergic receptor. beta-arrestin recruitment to beta2AR, cell-based reporter. Potency, µM (highest dose often 46.1 µM), for the others: at the top dose activation, usual class: activators. P07550. 330,000 compounds, 0.02% hits;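 further: potency means the concentration at half of the fitted maximal effect; 0% = DMSO controls and full agonism = EC100 isoproterenol or metaproterenol; nearly all actives have a fitted effect of over 65% in size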
TSG101-PTAP inh: blocks PTAP/TSG101 interaction to inhibit HIV-1 budding. Q99816. Fluorescence polarization, FITC-PTAP peptide / Tsg101 binding. Potency, µM (top dose mostly 115 µM), inactives show top-dose activity change, negative = inhibition, most hits filed as inhibitors. 340,000 tested, under 10 active; active means well fitted inhibition curve with a large enough effect in the main read-out, with a control signal flat, not every such curve was filed as active; inconclusive means small, poorly fitted or top-dose-only effect, or effect the other way, or a change in a side signal; inactive means no such curve, though single readings can be large or run the other way; further: potency means the concentration at half of the fitted maximal effect; % of control where 0% means no effect
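Tsg101 binding domain (10 uM final) was mixed with compound and a FITC-labeled PTAP peptide (50 nM final) in HEPES pH 7.5 buffer with NaCl, Tween 20, EDTA and TCEP; fluorescence polarization was read after 20 min at r.t.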
Active calls of the source: *; ? = inconclusive; · = not tested or not shown; [ ] = remark or other dose. Unless noted, the call rests on the fitted dose curve; in most records, active means well fitted curve in the direction sought with a large enough effect; inconclusive means small, poorly fitted or top-dose-only effect, or another doubt; inactive means no such curve, though single readings can be large; an effect the other way counts as inactive or inconclusive.

SMILES	Tb PFK inh	Mito fusion yeast	USP2a inh	TCR act	Eya2 phos inh	uPA surface inh	Chronic BCR inh	ELG1 DNA repair	TSHR antag	B2AR arrestin	TSG101-PTAP inh
Cc1nnc(NC(=O)CC23CC4CC(CC(C4)C2)C3)s1	-1.0%	-7.0%	4.5%	3.6%	2.8%	-0.4%	-17.9%	1.0%	-18.1	0.0%	-5.0%
Cc1ccccc1COC(=O)CNC(=O)c1sc2ccccc2c1Cl	0.5%	18.7%	0.0%	-1.8%	32.5%	-17.4%	1.2%	16.2%	-11.7	-0.3%	1.8%
Cc1ccc(-c2cc(C(F)F)n3ncc(C(=O)Nc4ccc(S(=O)(=O)Nc5ccccc5C)cc4)c3n2)cc1	-0.6%	1.6%	2.7%	-1.0%	-0.6%	0.5%	-7.1%	-7.0%	6.5	-0.7%	-8.1%
COc1ccc2[nH]c3c(c2c1)CCN1C(=O)C(CC(=O)NCCCn2ccnc2)C[C@H](C(=O)N(C(C)C)C(C)C)[C@@]31C (some centres not stated)	1.0%	·	3.1%	2.7%[46.1 µM]	7.9%	-14.3%	0.7%	9.9%	-11.8	-0.6%	-4.1%
O=C(CCn1nc(-c2ccc(Cl)cc2)ccc1=O)NCc1ccccn1	-2.2%	-0.5%	1.3%	-7.2%	-2.5%	1.9%	5.7%	0.2%	5.0	0.4%	-4.5%
COc1ccc([N+](=O)[O-])cc1NC(=O)CCNC(=O)Cn1ccc2ccccc2c1=O	-1.4%	-0.8%	4.5%	-1.4%	-8.6%	4.4%	-11.5%	-6.9%	-1.5	-0.3%	-1.4%
CC(C)c1cc(=O)n2c(nc3ccccc32)[nH]1	-1.7%	1.5%	1.6%	·	6.6%	-19.4%	?	-3.0%	0.1	0.2%	-6.5%
COc1ccccc1CNC(=O)COC(=O)c1cccnc1SCC(=O)NCc1ccccc1OC	-2.5%	0.0%	1.1%	6.0%	-6.3%	-2.0%	0.9%	?	-7.1	0.0%	-1.3%
O=c1[nH]c(Cc2cccs2)nc2scc(-c3ccc(Cl)cc3)c12	0.7%	-3.0%	2.2%	-6.2%	-21.2%	1.8%	-1.9%	2.8%	3.4	0.0%	-4.9%
Cc1ccc(NC(=O)c2cc3cc(OC(F)(F)F)ccc3[nH]2)cc1	-3.0%	6.3%	0.0%	11.7%	19.8%	-3.5%	-4.3%	-31.0%	-5.4	-0.7%	2.1%
CC(NC(=O)CCOc1ccccc1)c1ccccc1 (configuration not stated)	-0.3%	2.2%	3.5%	-3.0%	-9.2%	-1.5%	6.6%	14.1%	0.3	-0.4%	-4.6%
CC(C)CC1NC(=O)N(CC(=O)N(C)C2CCCCC2)C1=O (configuration not stated)	-6.7%	·	1.2%	-3.4%	-0.9%	-1.3%	-0.4%	?	·	-0.2%	-3.0%
Nc1nnc(-c2ccc(Cl)cc2Cl)s1	1.7%	0.5%	-1.1%	-2.7%	-0.9%	-1.9%	-0.8%	?	-6.0	-1.1%	0.5%
Cc1ccccc1NC(=O)C(=O)NCC1CCCN1S(=O)(=O)c1cccs1 (configuration not stated)	-0.3%	4.2%	-3.0%	-0.9%	10.0%	-0.5%	-17.5%	2.1%	1.1	0.0%	1.4%
Cc1ccc2c(c1)cc(CN(Cc1ccc3c(c1)OCO3)S(=O)(=O)c1ccccc1)c1nnnn12	4.0%	1.6%	2.7%	·	1.0%	1.9%	4.0%	?	-4.7	0.0%	-4.3%
COc1cccc(NC(=O)CCS(=O)(=O)c2ccc(Br)cc2)c1	-2.0%	-11.8%	-0.1%	-4.6%	4.6%	14.4%	-1.1%	22.9%	-0.4	-0.4%	-2.3%
CCOC(=O)C1(CC2CCCCO2)CCN(S(=O)(=O)c2cccc(F)c2)CC1 (configuration not stated)	-0.5%	1.6%	-0.4%	6.3%	-22.6%	0.7%	8.6%	-8.0%	-2.9	-0.5%	1.5%
CC(C)(CO)NC(=O)C12CC3CC(CC(Br)(C3)C1)C2	1.8%	-7.3%	-1.1%	2.6%	1.6%	2.5%	-1.2%	-9.5%	-6.3	-0.6%	-1.2%
Oc1ccc(C=Nc2cccc3ccccc23)c(O)c1	-3.3%	-1.6%	-0.2%	-2.3%	4.6%	-7.8%	?	-13.4%	41.7	2.0%	-4.1%
CC1CN(c2ccc(Oc3ccccc3)cc2)c2nc3c(c(=O)n(CC(N)=O)c(=O)n3C)n2C1 (configuration not stated)	2.8%	-3.4%	-8.2%	2.2%	-17.0%	6.0%	-2.4%	-18.8%	-11.7	0.0%	-2.9%
COc1ccc(NC(=O)c2ccccc2NC(=O)c2cccs2)cc1	-0.7%	0.5%	-1.8%	1.2%	0.4%	-1.5%	-31.8%	?	10.2	-0.2%	-1.8%
O=C(c1cccc(F)c1)N1CCCC(C(=O)N2CCN(c3ccccc3)CC2)C1 (configuration not stated)	-3.7%	5.0%	-1.1%	1.4%	-15.5%	-3.8%	-5.2%	-3.6%	3.4	-0.3%	-0.7%
Cc1ccc(C)c(CN2CCC(CNC(=O)Nc3ccc(Br)cc3F)CC2)c1	0.8%	-37.0%[inhibitor]	1.6%	-4.6%	-11.6%	1.6%	0.7%	-12.1%	-2.9	-0.1%	0.0%
CCCn1c(CCNc2nc(-c3ccc(Cl)c([N+](=O)[O-])c3)cs2)nc2cc(Cl)c(Cl)cc21	1.6%	-4.6%	0.4%	-1.9%	-1.7%	3.1%	10.4%	?	-10.7	0.6%	-1.6%
Cc1c(C)c2c(OCC(=O)NCC(O)c3ccccc3)cc3c(c2oc1=O)CCC(C)(C)O3 (configuration not stated)	-3.0%	1.0%	-0.3%	5.6%	4.2%	7.6%	-5.3%	?	-13.5	-0.4%	2.1%
COC(=O)c1c(NC(=O)CCc2ccc(C)o2)sc(C)c1C	7.9%	14.4%	-1.9%	-2.8%	-14.2%	-12.8%	3.9%	5.5%	-7.2	4.3%	-0.7%
CC(C)(CN1CCOCC1)NS(=O)(=O)c1ccccc1	-0.7%	1.8%	-0.7%	2.6%	7.6%	2.0%	-0.5%	9.2%	-5.1	-0.3%	1.6%
O=C(/C=C/c1ccc(Cl)cc1Cl)c1cccnc1	0.1%	-3.8%	-1.7%	-1.9%	-0.4%	-1.9%	6.7%	-0.1%	-25.7	-0.2%	-1.8%
COc1cccc(NC(=S)Nc2ccc(Br)cc2Cl)c1	7.2%	-0.3%	-1.4%	-25.1%	5.8%	-1.3%	?	0.8%	9.8	-0.8%	-0.9%
Cc1ccc(NC(=O)Nc2nnc(-c3ccccc3)o2)cc1	-0.1%	-4.7%	0.2%	5.1%	-10.9%	2.1%	4.6%	?	-4.7	0.0%	-1.8%
Cc1ccc(/C=N/NC(=O)C(C)Oc2cccc3ccccc23)o1 (configuration not stated)	-0.8%	-0.7%	3.3%	-2.5%	6.4%	12.1%	-4.0%	-13.7%	-22.3	0.6%	1.2%
O=c1n(-c2ccccc2)c(=O)n2n1CCC2	0.0%	-0.2%	-0.6%	-1.0%	21.3%	-1.5%	-2.3%	-6.5%	1.2	-0.6%	0.0%
Cn1c(C2=C(O)CN(Cc3ccccc3)C2=N)nc2ccccc21	2.2%	-2.6%	1.3%	7.4%	-4.9%	0.8%	?	?	5.3	0.0%	-4.3%
CN(C)C(=O)CCc1ccc2c3c([nH]c2c1)[C@]1(C)[C@@H](C(=O)N2CCCCC2)C[C@H](CC(=O)NCCN2CCOCC2)C(=O)N1CC3	2.7%	·	0.8%	-1.5%[46.1 µM]	3.4%	-3.7%	1.4%	?	43.7	-0.8%	-7.8%
O=S(=O)(c1cccc(NC(=S)NCc2ccco2)c1)N1CCOCC1	-1.2%	-5.1%	-3.0%	0.1%[46.1 µM]	0.7%	15.0%	-0.1%	-0.8%	-5.8	-0.1%	-0.6%
CCOc1ccc(NC(=O)CN2CCN(CC(=O)c3ccc(OCC)cc3)CC2)cc1	-1.0%	2.4%	-11.2%	-1.2%	-24.0%	-1.0%	?	-0.5%	31.9	6.2%	-4.5%
Fc1cccc(NC(=S)N2CCc3ccccc32)c1	0.4%	3.5%	-0.1%	-0.7%	-6.3%	-4.3%	8.6%	15.0%	12.2	-0.1%	-2.5%
O=C(Cn1[nH]c(=O)c2ccccc2c1=O)Nc1ccc(-c2nnc3n2CCCCC3)cc1	-3.2%	-0.5%	2.2%	7.4%	-25.2%	-0.9%	?	-8.3%	4.0	0.0%	-1.3%
O=C(C1CCN(S(=O)(=O)c2cc(Cl)ccc2Cl)CC1)N1CCCC1	2.8%	-7.3%	0.9%	-2.3%	3.9%	-10.3%	0.1%	15.7%	·	-0.3%	4.4%

No enrichment for hits; any-hit rate near 3%.
